Screening data as filed in PubChem BioAssay.
PGC1a acetyl inh = inhibitors of PGC1a acetylation signal, primary screen, cell-based, U2OS, AlphaScreen, inhibitor mode; AID 651687, 2012; AlphaScreen anti-acetyl-lysine; with virally co-expressed GCN5 acetyltransferase; 0.17% of 350,000 active; inhibition, % at 15.6 µM;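 active = every replicate shows inhibition of at least 40%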;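 note: 0% = neutral control wells and 100% = positive control wells; some results beyond the cut were filed as inactive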
C2C12 statin = suppressors of statin myotoxicity in C2C12 myotubes, primary screen, cell-based, single point, plate reader. C2C12 myotubes + simvastatin, ATP luminescence, 48 h; scaled: DMSO 0, geranylgeraniol control 100. 0.78% of 330,000 active. rescue of ATP level, % at 7.49 µM;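 active = mean ATP rescue above about 67%, or every replicate alone reaching that limit, limit read from the data, passing the limit was not always enough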;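 note: myotubes were challenged with 10 µM simvastatin during compound exposure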
LGR2 antag = inhibitors of bursicon-induced LGR2 CRE-luciferase signal, primary screen, cell-based, HEK293, CRE-luciferase reporter, bursicon stimulation. bursicon-stimulated, 4 h. inhibition, % at 9.99 µM. AID 720647, 2013. 0.35% of 380,000 active. Drosophila bursicon receptor LGR2 (rickets);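 active = drop in luminescence signal, shown as inhibition above about 50% in the replicate tests, limit read from the data, passing the limit was not always enough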;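 note: agonist challenge used bursicon conditioned medium at about half maximal strength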
ARNT-TACC3 inh = disruptors of ARNT/TACC3 protein interaction, primary screen, biochemical, AlphaScreen, single concentration; 0.66% of 390,000 active; inhibition, % at 9.99 µM; Transforming acidic coiled-coil-containing protein 3 (Homo sapiens), Q9Y6A5; AlphaScreen His-ARNT PAS-B/GST-TACC3 binding, luminescence; TACC3 fragment carries E629A point mutation; AID 623870, 2012;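 active = mean inhibition of replicates at least 50% and at least half of replicates each reaching 50%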;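 note: 0% = complete ARNT plus TACC3 wells and 100% = ARNT alone without TACC3; many hits fall short of the cut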
GSIS activator = GLuc luminescence reporter in INS-1E cells, primary screen for activators of glucose-dependent secretion of insulin; activation, % at 16.6 µM; 0.61% of 370,000 active; INS-1E GLuc reporter insulin secretion, 2-3 h;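 active = lowest replicate activation of at least 40%, so every replicate reaches that level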;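 note: 0% = median of neutral control wells and 100% = median of IBMX positive control wells; some compounds called inactive have numbers as strong as hits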
PAX8 inh HTS = inhibitors of PAX8-driven TPO luciferase reporter, primary screen, RMG-I cells, single concentration | SteadyGlo, 24 h | inhibition, % at 12.6 µM | 1.2% of 360,000 active;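 active = mean replicate inhibition at least 60% with every replicate also reaching 60%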;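 note: luciferase light reporting Pax8 driven TPO promoter activity; plate controls were median of neutral control wells for no effect and mitoxantrone controls for full effect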
PglD DTNB = C. jejuni PglD acetyltransferase inhibitors, primary screen, biochemical, DTNB colorimetric, single point; purified PglD enzyme, DTNB colorimetric CoA detection; UDP-N-acetylbacillosamine N-acetyltransferase PglD (Campylobacter jejuni); AID 602405, 2012; 0.098% of 360,000 active; inhibition, % at 12.5 µM; in the data active = inhibition above about 16%, passing the limit was not always enough; note: strong numbers were not always called active
Cneo AK release = Cryptococcus neoformans cell lysis inducers, primary screen, AK release luminescence, single concentration. C. neoformans lysis, adenylate kinase release luminescence, 4 h; normalised: neutral wells 0, clomiphene wells 100. lysis activity, % at 15 µM. 0.2% of 360,000 active. AID 651654, 2012;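 active = mean lysis activity across replicates of at least 80%, whatever share of replicates individually reach that level; inactive = mean lysis activity below 80%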
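Assay system: Cryptococcus neoformans yeast cells / Dosing: single-point compound dose / Timing: 4 h at 37 °C static, read 1 h later / Measured by: luminescence of released adenylate kinase using an AK detection reagent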
An asterisk follows results filed as active; · = not tested or not shown. Compounds were not picked by outcome, and some 2.9% of all compounds hit somewhere here.

cpd	smiles	LGR2 antag	GSIS activator	C2C12 statin	Cneo AK release	ARNT-TACC3 inh	PGC1a acetyl inh	PglD DTNB	PAX8 inh HTS
1	COc1ccc(S(=O)(=O)Nc2ccc3c(c2)CC(=O)N([C@H](C)CO)C[C@H](C)[C@@H](CN(C)C)O3)cc1	-13	-25	-3	2	6	0	2	-4
2	CCC(C)(NC=O)C(=O)Nc1c(C)cccc1C (configuration not stated)	17	-2	·	·	5	·	·	12
3	Cc1nc(NC(=O)CN2CCN(c3cccc(Cl)c3)CC2)sc1C(=O)N(C)C	1	-3	4	0	0	·	-2	18
4	O=c1c2ccccc2nc(SCc2ccccc2)n1Cc1ccco1	·	·	·	1	1	-4	-1	·
5	Nc1cc(=O)[nH]c(SCCSc2cc(Cl)ccc2Cl)n1	1	3	-4	-3	-10	1	-3	3
6	Cn1nc(C(=O)Nc2cccc(C(F)(F)F)c2)ccc1=O	·	·	1	2	4	-4	-2	-12
7	Cc1ccc(C)c(NC(=S)N2CCC(C(=O)c3ccc(F)cc3)CC2)c1	-14	-43	-3	16	·	-8	-4	2
8	CC(C)N1CCN(c2ccncc2S(=O)(=O)N2CCCCC2)CC1	26	4	·	0	·	·	-5	-12
9	CNC(=O)c1ccc2nc(NC(C)=O)sc2c1	-15	12	-9	1	-1	-2	-5	·
10	COc1ccc(NC(=O)c2cc([N+](=O)[O-])ccc2NC(=O)CNCc2ccccn2)c(OC)c1	-7	15	8	5	46*	·	-11	5
11	Cc1ccc(-c2cnc3c(c2)C(=O)N([C@@H](C)CO)C[C@H](C)[C@@H](CN(C)C(=O)c2ccncc2)O3)cc1	15	13	-1	-6	-2	1	-2	3
12	COc1ccc(-c2cc(C)no2)cc1S(=O)(=O)N1CCCN(Cc2ccccc2Cl)C1	6	2	2	·	2	10	·	5
13	CC(C)CNc1oc(-c2ccccc2Cl)nc1C#N	-13	13	·	·	38	·	·	-8
14	Cc1ccccc1OCCNC(=O)c1ccco1	-2	6	-2	0	2	-11	1	-56
15	CNC(=S)NNC(=O)c1ccc(N(C)C)cc1	-19	4	·	-4	-5	2	3	-7
16	CO[C@H]1CN(C)C(=O)c2ccc(NC(=O)Cc3ccccc3)cc2OC[C@@H](C)N(C(C)=O)C[C@H]1C	6	10	5	70	13	-2	-1	·
17	C[C@H](NC(=O)C[C@@H]1C[C@@H]2c3cc(NC(=O)NC4CCCC4)ccc3O[C@@H]2[C@H](CO)O1)c1ccccc1	5	-13	-5	6	-3	-22	5	-6
18	COc1ccccc1C(=O)N1CCN(CCNC(=O)C(=O)Nc2ccc(Br)c(C)c2)CC1	20	-10	13	-2	4	5	1	26
19	CCOc1ccc(N2CC(C(=O)Nc3cc(OCC)c(N4CCOCC4)cc3OCC)CC2=O)cc1 (configuration not stated)	1	2	-2	0	·	·	3	1
20	COc1ccc(NC(=O)Nc2ccc3c(c2)CC(=O)N([C@@H](C)CO)C[C@@H](C)[C@H](CN(C)S(=O)(=O)c2ccccc2)O3)cc1	1	-1	13	·	·	-2	·	·
21	CC(C)NC(=O)C1CCN(C2CCN(Cc3nc4ccccc4s3)CC2)CC1	8	9	·	·	-2	6	·	1
22	Brc1ccc(NCc2nnc3n2CCCCC3)cc1	-2	6	2	2	-12	-26	1	·
23	CCCC(=O)NC(=S)Nc1cccc(Cl)c1N1CCCCC1	·	·	7	10	4	-9	0	·
24	CC(=O)c1c(C)[nH]c(C(=O)COC(=O)C2CC2)c1C	-1	5	0	10	3	-6	1	10
25	CS(=O)(=O)c1ccc2nc(NC(=O)CN3CCCCCC3)sc2c1	·	·	-38	15	-6	4	-4	·
26	CCOCCC(=O)Nc1ccc2c(c1)c(=O)n(C)n2Cc1cccc(C(F)(F)F)c1	20	6	2	0	·	-2	5	2
27	O=C1CC(C(=O)NC2CCCCC2)C(c2ccccc2)O1 (configuration not stated)	·	·	5	0	0	-4	10	·
28	CCC(=O)N1CC2(C1)[C@H](c1ccc(-c3cccc(OC)c3)cc1)[C@H](CO)N2C(C)=O	-13	-4	·	·	·	-3	·	3
29	Cc1nn(-c2ccccc2)c(Cl)c1/C=N/O	6	13	·	·	0	·	·	-16
30	CC(=O)c1ccc(NC(=O)C(C)OC(=O)c2cccc(-n3cnnn3)c2)cc1 (configuration not stated)	12	0	·	·	1	·	·	2

Entries from the list above containing an NH in an aromatic ring, in the order listed:
cpd	smiles	LGR2 antag	GSIS activator	C2C12 statin	Cneo AK release	ARNT-TACC3 inh	PGC1a acetyl inh	PglD DTNB	PAX8 inh HTS
5	Nc1cc(=O)[nH]c(SCCSc2cc(Cl)ccc2Cl)n1	1	3	-4	-3	-10	1	-3	3
24	CC(=O)c1c(C)[nH]c(C(=O)COC(=O)C2CC2)c1C	-1	5	0	10	3	-6	1	10

Later entries.
cpd	smiles	LGR2 antag	GSIS activator	C2C12 statin	Cneo AK release	ARNT-TACC3 inh	PGC1a acetyl inh	PglD DTNB	PAX8 inh HTS
31	Cc1ccc(NC(=S)/C(C#N)=C2/Nc3ccccc3S2)cc1	-17	-2	-36	0	·	-3	2	84*
32	CCOC(=O)/C=C1\CC(C(=O)OCC)Oc2ccccc21 (configuration not stated)	-19	76	-1	0	-18	-2	0	-17
33	C#CCOC(=O)Nc1ccc(OCC(F)(F)F)nc1	-3	2	-10	-1	-1	12	3	-30
34	CC(C)c1ccc(C(=O)Nc2ccc(N3CCOCC3)cc2)cc1	-10	·	·	-4	-6	-2	-1	19
35	C[C@@H]1CN([C@H](C)CO)C(=O)Cc2cc(NS(=O)(=O)c3cn(C)cn3)ccc2O[C@@H]1CN(C)Cc1ccc(C(F)(F)F)cc1	38	-15	21	1	-2	3	-4	-10
36	COc1ccccc1Nc1nnc(SCc2nnc(-c3cc(OC)c(OC)c(OC)c3)o2)s1	-1	-2	·	·	4	·	·	1
37	CNC(=S)N/N=C/c1cn(CCOc2ccccc2OC)c2ccccc12	1	3	·	·	7	·	·	-4
38	Cc1ccc(-c2nc(C#N)c(NCc3ccco3)o2)cc1	·	·	-26	-3	2	4	-11	·
39	CCNC(=O)C[C@H]1CC[C@H]2[C@@H](COc3ccc(NC(=O)c4ccccc4Cl)cc3C(=O)N2C)O1	·	·	-3	-1	1	7	0	-17
40	CCN(C(=O)COC(=O)/C=C/c1c(C)nn(-c2ccccc2)c1C)C1CCS(=O)(=O)C1 (configuration not stated)	0	13	3	1	2	-8	0	2
41	C=C(C)CC(NCCc1ccccc1)c1ccco1 (configuration not stated)	3	-2	·	·	-7	·	·	14
42	COc1ccc(NC(=O)c2ccc(COCC(F)(F)C(F)F)cc2)cc1OC	13	-8	·	·	-5	·	·	-6
43	COc1ccc(-n2nc(C(=O)NCC(=O)NCCCN3CCN(C)CC3)c3ccccc3c2=O)cc1	5	30	20	4	1	·	-7	2
44	CCOC(=O)C1CCN(Cc2cccc(Oc3ccccc3)c2)CC1	16	-11	0	2	-4	·	-3	-1
45	Clc1ccc(-c2nnc(SCc3nc(-c4ccccc4)no3)o2)cc1	-10	·	7	-2	-4	-1	0	4
46	O=C(c1ccc(OCc2cn3ccccc3n2)cc1)N1CCN(S(=O)(=O)c2ccccc2F)CC1	-8	-1	9	-1	-5	1	-7	-37
47	COCC1CCN(Cc2cn(Cc3ccccc3)nc2-c2cc3ccccc3o2)CC1	12	-14	·	·	0	·	·	10
48	O=C(CCn1nnnc1CN1CCOCC1)N1CCC(c2ccccc2F)C1 (configuration not stated)	9	11	-5	0	-4	-2	0	4
49	CN=C1S/C(=C/c2cn(CC(=O)OC)c3ccccc23)C(=O)N1C	·	·	·	3	0	-12	2	13
50	COc1ccc(S(=O)(=O)N2CCCC2)cc1C(=O)N1CCCCC1	-1	4	-3	1	-7	-3	3	-20
51	CN(CCc1ccccn1)C(=O)CCc1nnc(CCCc2ccccc2)o1	-38	13	-2	·	-3	·	·	-124
52	C[C@@H]1CN([C@H](C)CO)C(=O)c2cc(NC(=O)C3CCCCC3)ccc2O[C@@H](C)CCCCO[C@@H]1CN(C)C(=O)c1ccccc1	11	-9	-21	-1	-8	0	-3	-1
53	CCCC1(c2ccccc2)NC(=O)N(CC(=O)NCC2COc3ccccc3O2)C1=O (configuration not stated)	5	-16	4	2	-1	-3	-3	5
54	CCn1cc(CN2CCC(n3nccc3NC(=O)CCc3ccccc3)CC2)cn1	11	7	-4	-4	-4	·	-1	-2
55	CC(C)C#Cc1ccc2c(c1)O[C@@H](CN(C)C(=O)c1cccnc1)[C@@H](C)CN([C@@H](C)CO)S2(=O)=O	-4	11	31	4	1	-6	-4	·
56	CCOC(=O)/C=C/C(=O)OCC(=O)NC(c1ccccc1)c1ccccc1	16	-22	·	3	6	-31	-1	5
57	COc1ccc(-c2[nH]c(-c3ccc(C)cc3)nc2SCC(=O)NCc2ccco2)cc1OC	1	·	19	2	0	-8	3	-12
58	CN(C)CC#Cc1ccc([C@@H]2[C@@H](CO)N3CCCCN(C(=O)C4CC4)C[C@@H]23)cc1	·	·	·	0	-7	-4	4	-6
59	Cc1noc(C)c1NC(=O)N(C)C[C@H]1OCc2ccccc2-c2c(n(C)c3ccccc23)C(=O)N([C@H](C)CO)C[C@H]1C	-7	8	23	49	-4	5	1	5
60	NC(=O)CNC(=O)[C@@H]1CC2(CC(c3cccc(Br)c3)=NO2)CN1C(=O)c1ccc(Br)cc1 (some centres not stated)	14	-3	10	0	5	·	-2	-8

Going on with the list.
cpd	smiles	LGR2 antag	GSIS activator	C2C12 statin	Cneo AK release	ARNT-TACC3 inh	PGC1a acetyl inh	PglD DTNB	PAX8 inh HTS
61	CN(C)CC(=O)Nc1ccc2c(c1)[C@H]1C[C@@H](CC(=O)N3CCCCC3)O[C@@H](CO)[C@H]1O2	-5	12	-1	-17	-5	-7	3	-1
62	O=C(Nc1ncc(C(F)(F)F)cc1Cl)c1ccc(S(=O)(=O)N2CCOCC2)cc1	-3	13	-6	2	-2	1	-4	1
63	Cc1c(NC(=O)Nc2ccccc2)cccc1[N+](=O)[O-]	-8	-8	-21	-1	·	0	6	42
64	COCC(=O)N(C)C[C@@H]1Oc2cc(-c3ccc(C#N)cc3)ccc2S(=O)(=O)N([C@H](C)CO)C[C@H]1C	6	20	-16	-2	2	-2	-2	8
